Bioassay records as filed in PubChem.
GAA glycogen: alters human alpha-glucosidase cleavage of glycogen; recombinant GAA, glycogen substrate, Amplex Red glucose oxidase fluorescence; Potency, µM (highest dose often 76.4 µM), without a hit: at the highest dose activity change, negative = inhibition, hits mostly inhibitors; hit rate 0.38% among 300,000; AID 2100;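 also: 0% = full enzyme reaction and -100% = no-enzyme basal signal; the screen sought inhibitors and activators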
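Natural-substrate format: glycogen cleavage by 4 nM human enzyme, glucose read by Amplex Red coupling (Ex 573, Em 610 nm). Normalized to enzyme and no-enzyme controls.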
GAA spleen mod: lysosomal alpha-glucosidase (human) modulation | AID 2112 | human spleen homogenate, 4-MU-alpha-glucoside fluorescence | hit rate 0.006% among 240,000 | Potency, µM (series often up to 79.9 µM), for inactives: at the highest dose activity change, negative = inhibition, usual class: inhibitors;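 also: 0% = enzyme with vehicle and -100% = no enzyme basal signal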
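Human spleen homogenate (1 ug) with 4-methylumbelliferyl-alpha-D-glucopyranoside (1 mM final) in 50 mM citrate/phosphate pH 5.0, 0.01% Tween-20; 40 min at 37 C. Stopped at pH 10; 4-MU fluorescence Ex 365/Em 440 nm; AC50 by Hill fit.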
NPSR antag: neuropeptide S receptor (human) antagonism, cAMP; hit rate 1% among 220,000; Potency, µM (doses to about 38.3 µM), for inactives: top-dose activity change, negative = inhibition, actives largely listed as inhibitors; CHO-NPSR cells, cAMP TR-FRET, antagonist mode; AID 1461; also: % is scaled to controls: 0 for no effect and ±100 for the full control effect; nearly all actives have a fitted effect of over 50% in size; many of its hits are not listed in these tables
ALDH1A1 inh: inhibitors of human aldehyde dehydrogenase 1A1. P00352. Purified ALDH1A1, NADH fluorescence, propionaldehyde substrate. Potency, µM (highest dose often 75.3 µM), for the others: top-dose activity, negative = inhibition, most hits filed as inhibitors. hit rate 7.3% among 220,000. AID 1030; active = well fitted inhibition curve with a large enough effect, not every such curve was filed as active; inconclusive = small, poorly fitted or top-dose-only effect, or another doubt; inactive = no such curve, though single readings can be large or run the other way;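 also: plate controls were no enzyme wells and a reference inhibitor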
Target sequence (P00352 whole entry, looked up): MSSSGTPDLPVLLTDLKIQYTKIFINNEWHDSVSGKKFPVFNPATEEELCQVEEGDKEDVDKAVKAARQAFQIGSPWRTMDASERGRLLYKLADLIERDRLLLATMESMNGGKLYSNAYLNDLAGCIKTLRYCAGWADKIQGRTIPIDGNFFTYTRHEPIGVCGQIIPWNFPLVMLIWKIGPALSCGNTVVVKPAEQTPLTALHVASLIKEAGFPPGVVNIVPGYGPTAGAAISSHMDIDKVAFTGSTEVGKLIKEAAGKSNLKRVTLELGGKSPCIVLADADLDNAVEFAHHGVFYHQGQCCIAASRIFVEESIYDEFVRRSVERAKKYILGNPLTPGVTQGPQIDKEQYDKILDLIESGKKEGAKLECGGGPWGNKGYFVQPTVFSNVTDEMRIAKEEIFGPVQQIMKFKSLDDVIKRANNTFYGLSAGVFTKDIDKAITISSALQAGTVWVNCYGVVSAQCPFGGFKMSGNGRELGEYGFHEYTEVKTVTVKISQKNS
Epigenetic reg: regulators of epigenetic silencing causing reporter derepression in mouse cells; murine LDR cells, GFP reporter derepression, 30 h; Potency, µM (doses to about 53.9 µM), inactives show top-dose GFP activation, most hits filed as activators; hit rate 0.2% among 280,000; also: % of control where 0% means no effect; nearly all actives have a fitted effect of over 60% in size
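Murine LDR cells carrying a silenced, genomically integrated CMV-driven GFP reporter were exposed to compound for 30 hours at 37 C. After PBS washes, GFP-positive cells (20–120 um objects) were counted by laser-scanning microplate cytometry.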
GAA inhib: blocks human lysosomal alpha-glucosidase; AID 1466; Potency, µM (series often up to 76.9 µM), for the others: at the top dose activity change, negative = inhibition, hits mostly inhibitors; purified human GAA, 4-MU-alpha-glucoside fluorescence; hit rate 0.005% among 200,000;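 also: plate controls were uninhibited enzyme wells for no effect and no-enzyme background for full effect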
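qHTS format, compound range up to 77 uM. Human lysosomal enzyme at 4 nM, 400 uM 4-MU glucoside substrate, pH 5.0, 20 min room temperature; fluorescence after alkaline stop gives activity normalized to controls.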
GLA spleen mod: alpha-galactosidase A (human) modulation; P06280; human spleen homogenate, 4MU-alpha-Gal fluorescence, 40 min; Potency, µM (highest dose often 80 µM), for inactives: at the highest dose activity change, negative = inhibition, usual class: inhibitors; hit rate 0.008% among 240,000;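 also: 0% = enzyme with vehicle and -100% = no enzyme basal signal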
Target sequence (P06280 32-429 limits assumed): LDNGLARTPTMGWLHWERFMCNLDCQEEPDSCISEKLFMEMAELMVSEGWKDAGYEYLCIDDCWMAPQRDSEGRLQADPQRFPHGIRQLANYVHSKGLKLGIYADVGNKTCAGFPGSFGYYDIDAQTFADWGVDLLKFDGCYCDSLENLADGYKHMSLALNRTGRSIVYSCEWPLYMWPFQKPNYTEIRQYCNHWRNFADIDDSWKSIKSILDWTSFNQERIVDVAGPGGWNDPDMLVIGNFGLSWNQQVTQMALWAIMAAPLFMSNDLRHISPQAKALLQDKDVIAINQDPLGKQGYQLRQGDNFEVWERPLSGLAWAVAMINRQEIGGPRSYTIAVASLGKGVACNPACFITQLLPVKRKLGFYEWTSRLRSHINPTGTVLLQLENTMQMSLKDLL
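Inhibition or activation of alpha-galactosidase in human spleen homogenate is scored by 4-MU fluorescence after 40 min at 37C, pH 5.0, with 1 mM substrate. AC50s come from concentration-response fitted to the Hill equation.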
Tau fluor counter: counter-screen for tau fibril formation inhibitors; Potency, µM (top dose mostly 57.7 µM), for inactives: at the highest dose activity change, negative = decrease; AID 1463; hit rate 0.93% among 280,000; tau K18 P301L Alexa594 fluorescence, heparin fibrillization; also: % is scaled to controls: 0 for no effect and ±100 for the full control effect; nearly all actives have a fitted effect of over 55% in size
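Human tau K18 P301L (15 uM unlabeled, 0.24 uM Alexa 594-labeled) in 100 mM sodium acetate pH 7 with 20 uM heparin, 6 hr at 37 C. ThT 30 uM added, 1 hr ambient; Alexa 594 FP and total fluorescence read at 555/632 nm.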
Numbers without * were called inactive; ? = inconclusive; nt = not tested or not shown; [ ] = remark or other dose. Unless noted, calls follow the shape of the dose curve; as a rule, active = well fitted curve in the direction sought with a large enough effect; inconclusive = small, poorly fitted or top-dose-only effect, or another doubt; inactive = no such curve, though single readings can be large; an effect the other way counts as inactive or inconclusive. Potency is read from the fitted curve at half-maximal effect.

Letters – A = GAA glycogen; B = GAA spleen mod; C = NPSR antag; D = ALDH1A1 inh; E = Epigenetic reg; F = GAA inhib; G = GLA spleen mod; H = Tau fluor counter
Cc1ccc(S(=O)(=O)Nc2ccc(-c3cn4ccc(C)cc4n3)cc2)cc1
  A: -18.7%	B: -0.5%	C: -27.1%[46.1 µM]	D: -2.5%	E: -0.9%	F: ?	G: -10.3%	H: ?

CCOC(=O)c1c(C)[nH]c(C(=O)OCC(=O)Nc2cc(Cl)ccc2OC)c1C
  A: 7.6%	B: 0.1%	C: -9.3%[46.1 µM]	D: -2.0%	E: 3.9%	F: 7.4%	G: 2.9%	H: 0.8%

CCn1c(SCC(=O)N2CCN(C(=O)c3ccco3)CC2)nnc1C(C)C
  A: 17.5%	B: -0.3%	C: -7.3%	D: 10.1%	E: 2.9%	F: ?	G: 3.9%	H: 1.3%

O=C(O)c1ccccc1NC(=S)NC(NC(=O)c1ccccc1[N+](=O)[O-])C(Cl)(Cl)Cl (configuration not stated)
  A: -1.7%	B: -3.5%	C: -7.6%[46.1 µM]	D: ?	E: 0.0%	F: 6.0%	G: 4.6%	H: -5.2%

Cn1nc(C(=O)NCC2CCCO2)c2ccccc2c1=O (configuration not stated)
  A: 0.2%	B: -5.1%	C: 6.3%[46.1 µM]	D: -8.0%	E: 0.0%	F: -0.1%	G: -10.0%	H: 6.5%

O=C(c1ccc(N2C(=O)CCC2=O)cc1)N1CCOCC1
  A: 2.2%	B: -4.1%	C: 4.0%[46.1 µM]	D: 2.4%	E: 2.0%	F: 0.7%	G: 1.4%	H: -1.1%

O=C(CCC1CCCN(C(=O)c2ccoc2)C1)NCc1ccccc1F (configuration not stated)
  A: 7.9%	B: 8.4%	C: 5.0%	D: -5.8%	E: -1.4%	F: -0.1%	G: 5.0%	H: -5.3%

COc1ccc(N2C(=O)NC3CC2(C)Oc2ccccc23)cc1OC (configuration not stated)
  A: 2.4%	B: 0.5%	C: -5.0%[46.1 µM]	D: 1.4%	E: 0.0%	F: ?	G: 18.3%	H: -0.9%

CCOC(=O)N1CCC(NC(=O)C(NS(=O)(=O)c2ccc3c(c2)CCN3C(C)=O)C(C)C)CC1 (configuration not stated)
  A: 3.0%	B: 1.2%	C: -6.5%[46.1 µM]	D: 3.3%	E: 0.0%	F: -2.3%	G: -0.3%	H: 9.4%

CCN(CC)S(=O)(=O)c1cc([N+](=O)[O-])ccc1NNC(=O)Nc1ccccc1OC
  A: 22.2µM*	B: -3.2%	C: -20.0%[46.1 µM]	D: ?	E: -1.5%	F: 5.7%	G: -1.2%	H: ?

O=C(N/N=C/c1ccncc1)C12CC3CC(CC(C3)C1)C2
  A: 0.3%	B: nt	C: -8.9%	D: -0.5%	E: -1.1%	F: -4.1%	G: 11.4%	H: -4.3%

CC1(C)CC(O)(CCNCc2ccc3c(c2)OCO3)CCO1 (configuration not stated)
  A: 1.6%	B: -2.2%	C: 7.3%[46.1 µM]	D: 8.4%	E: 0.0%	F: -6.2%	G: 7.3%	H: 2.9%

CCOC(=O)c1c(C)[nH]c(=S)c(C#N)c1-c1ccc(Cl)cc1
  A: -2.5%	B: -12.1%	C: -7.3%	D: ?	E: 0.0%	F: 3.2%	G: -8.4%	H: 6.8%

CS(=O)(=O)N1CCCC(C(=O)NCc2ccc(F)cc2Cl)C1 (configuration not stated)
  A: 4.8%	B: -22.0%	C: 9.8%[46.1 µM]	D: 7.7%	E: -0.3%	F: -4.2%	G: 5.1%	H: -4.6%

CCC1C(=O)c2ccccc2N(C)C1=O (configuration not stated)
  A: 1.4%	B: -5.6%	C: 8.7%	D: ?	E: 3.2%	F: -0.9%	G: 3.7%	H: 7.7%

Cc1ccccc1C(=O)N1CCN(c2ncnc3c2cnn3-c2ccccc2)CC1
  A: 1.2%	B: -0.5%	C: -9.9%[46.1 µM]	D: 7.94µM*	E: 0.0%	F: 11.8%	G: -6.0%	H: -4.4%

COc1ccc(-n2c(CNc3ccc(C)cc3)nnc2SCC(=O)Nc2nc(-c3ccccc3)cs2)cc1
  A: 2.1%	B: 2.7%	C: -2.6%[46.1 µM]	D: 13.5%	E: 0.0%	F: 0.9%	G: 5.5%	H: -19.0%

O=C(O)[C@H](Cc1ccccc1)NC(=O)C(c1ccccc1)(c1ccccc1)c1ccccc1
  A: 12.3%	B: 1.8%	C: ?	D: -9.4%	E: -2.0%	F: nt	G: -16.1%	H: 5.2%

CCN=C1SC(CC(=O)NC(C)c2ccccc2)C(=O)N1CC (configuration not stated)
  A: -4.9%	B: 3.3%	C: 5.5%	D: -3.4%	E: -5.4%	F: -9.3%	G: -3.7%	H: 1.8%

O=C(Oc1ccc2ccc(=O)oc2c1)C1CCCCC1
  A: -5.0%	B: ?	C: 7.6%	D: ?	E: 1.1%	F: ?	G: ?	H: -3.1%

Cn1c(SCC(=O)n2c3c(c4ccccc42)CCCC3)nnc1-c1ccccc1
  A: 1.6%	B: 4.7%	C: ?	D: -4.3%	E: 0.5%	F: 0.9%	G: 4.9%	H: -12.1%

O=C(O)C(c1ccccc1)C1(O)CCCC1 (configuration not stated)
  A: 3.2%	B: -15.9%	C: 3.1%[46.1 µM]	D: 11.7%	E: -0.7%	F: -0.5%	G: 4.6%	H: 4.6%

Cc1ccc(N2C(=O)CC(Sc3ccccc3C(=O)O)C2=O)cc1 (configuration not stated)
  A: -5.6%	B: 3.5%	C: 14.8%	D: 0.708µM*	E: -1.1%	F: 4.5%	G: 3.5%	H: -6.3%

COC(=O)c1ccc(NC(=S)NNC(=O)CC(C)C)cc1
  A: ?	B: -9.9%	C: 2.9%	D: -0.2%	E: 0.0%	F: 5.7%	G: -10.8%	H: -5.4%

COC(=O)c1c(C)nc2ccccc2c1C(=O)O
  A: -7.3%	B: -6.4%	C: -1.1%[46.1 µM]	D: -6.5%	E: -2.2%	F: -3.0%	G: 10.9%	H: -7.3%

O=C(N/N=C1/CC(c2ccccc2)Oc2ccccc21)C1CC1 (configuration not stated)
  A: -1.3%	B: -7.1%	C: -9.7%	D: 1.8%	E: 1.0%	F: 5.6%	G: 1.6%	H: 2.8%

CCN(CC)S(=O)(=O)c1cccc2cccnc12
  A: -6.1%	B: 1.9%	C: -3.8%[46.1 µM]	D: 15.8%	E: -4.4%	F: -1.2%	G: 5.1%	H: -10.3%

CC1CCC(C(C)C)C(OP(=O)(c2ccc(N(C)C)cc2)C(O)c2cccnc2)C1 (configuration not stated)
  A: 8.6%	B: -3.1%	C: -28.3%	D: -1.7%	E: -4.6%	F: -6.5%	G: -4.3%	H: 5.5%

CC(C)CCN(C(=O)Nc1ccc(Cl)cc1)C1CCN(C(C)C)CC1
  A: 7.6%	B: -4.6%	C: -4.8%	D: 13.4%	E: -1.5%	F: -9.2%	G: -1.2%	H: -11.0%

Cc1ccccc1N/C(SCc1ccc(Cl)cc1)=C(/C#N)C(N)=O
  A: -6.3%	B: 3.2%	C: -43.7%	D: -2.5%	E: 0.0%	F: -14.7%	G: 2.9%	H: -11.7%

Quoted at random: 2 records from the list, in no set order.
Letters – A = GAA glycogen; B = GAA spleen mod; C = NPSR antag; D = ALDH1A1 inh; E = Epigenetic reg; F = GAA inhib; G = GLA spleen mod; H = Tau fluor counter
CC1CCC(C(C)C)C(OP(=O)(c2ccc(N(C)C)cc2)C(O)c2cccnc2)C1 (configuration not stated)
  A: 8.6%	B: -3.1%	C: -28.3%	D: -1.7%	E: -4.6%	F: -6.5%	G: -4.3%	H: 5.5%

COC(=O)c1c(C)nc2ccccc2c1C(=O)O
  A: -7.3%	B: -6.4%	C: -1.1%[46.1 µM]	D: -6.5%	E: -2.2%	F: -3.0%	G: 10.9%	H: -7.3%

Further records:
Letters – A = GAA glycogen; B = GAA spleen mod; C = NPSR antag; D = ALDH1A1 inh; E = Epigenetic reg; F = GAA inhib; G = GLA spleen mod; H = Tau fluor counter
CCOC(=O)c1cn2nc(Oc3ccccc3)ccc2n1
  A: -4.0%	B: 1.3%	C: -10.1%	D: nt	E: -1.0%	F: nt	G: 4.4%	H: -14.1%

COc1ccc(CC(NC(C)=O)C(=O)NC2CCN(C(=O)c3ccc(OC)c(OC)c3)CC2)cc1OC (configuration not stated)
  A: -2.4%	B: 4.3%	C: -9.5%	D: 4.4%	E: 6.5%	F: 14.8%	G: 2.1%	H: 2.8%

CN1CCN(c2ccc(NC(=O)Cc3ccccc3)cc2)CC1
  A: 0.9%	B: -9.7%	C: -6.9%[46.1 µM]	D: -8.5%	E: 1.1%	F: -0.3%	G: -0.1%	H: -2.6%

COC(=O)c1cccc(NC(=O)CN2CCN(Cc3ccccc3)CC2)c1
  A: 0.4%	B: 1.0%	C: -15.4%[46.1 µM]	D: 25.1µM*	E: -1.1%	F: -22.6%	G: 4.1%	H: -4.1%

Cc1ccc2nc(C)c(C(=O)N/N=C/c3ccc(C(=O)O)cc3)cc2c1
  A: 12.3%	B: 4.3%	C: -16.2%	D: 11.6%	E: 1.1%	F: -4.1%	G: 1.6%	H: 2.2%

Cc1cc(=O)[nH]c(SCC(=O)Nc2ccnc3ccccc23)n1
  A: -6.1%	B: -4.0%	C: -9.8%	D: ?	E: 0.0%	F: 9.7%	G: 0.3%	H: -1.7%

COC(=O)CCCC1=CC2=C(c3ccccc3)C(=O)C(C)(OC(=O)C3CCCC3)C(=O)C2=CN1CC1CC1 (configuration not stated)
  A: 10.9%	B: 9.3%[17.4 µM]	C: 2.0%	D: 0.1%[13.5 µM]	E: -0.2%	F: nt	G: 3.1%[17.5 µM]	H: -10.1%[11.6 µM]

Cc1ccc(S(=O)(=O)Nc2ccccc2CNC2CCCCC2)cc1
  A: -0.9%	B: -5.0%	C: 2.1%	D: -0.5%	E: -1.5%	F: 3.9%	G: -1.6%	H: 8.2%

O=C(CCCOc1ccc(Cl)cc1)N1CCCCCC1
  A: -7.5%	B: -3.8%	C: ?	D: 7.94µM*	E: -2.1%	F: -0.9%	G: -1.2%	H: -1.0%

CCOC(=O)c1c[nH]n(-c2ccc(C)cc2)c1=O
  A: 9.7%	B: 0.2%	C: 5.8%	D: ?	E: -0.6%	F: -1.3%	G: -3.5%	H: 3.6%

Cc1cccc(-c2nnc(SCCOc3ccc4c(C)cc(=O)oc4c3)o2)c1
  A: 1.0%	B: 2.8%	C: -10.0%[46.1 µM]	D: ?	E: 0.1%	F: 5.1%	G: 9.4%	H: -16.0%

CCOC(=O)N/N=C/c1ccc(N(CC)CC)cc1O
  A: -10.9%	B: -3.0%	C: -6.9%	D: 0.6%	E: -1.9%	F: 5.2%	G: 0.3%	H: ?

An excerpt; count on the stated rates, not on these rows.
